High-throughput results: PubChem, National Center for Advancing Translational Sciences (NCATS)
Anesthetic bind: qHTS Assay for Identification of Novel General Anesthetics | Ferritin light chain (Equus caballus), P02791 | apoferritin/1-aminoanthracene competitive binding, fluorescence | Potency, µM (doses to about 77.5 µM), for inactives: top-dose activity change, negative = displacement, actives largely listed as inhibitors | actives 0.074% (n = 350,000); note: potency is the fitted concentration of half-maximal effect; % is set by controls: 0 for no effect and ±100 for the full control effect; nearly all actives have a fitted effect of over 20% in size
Target sequence (P02791 2-175 limits assumed): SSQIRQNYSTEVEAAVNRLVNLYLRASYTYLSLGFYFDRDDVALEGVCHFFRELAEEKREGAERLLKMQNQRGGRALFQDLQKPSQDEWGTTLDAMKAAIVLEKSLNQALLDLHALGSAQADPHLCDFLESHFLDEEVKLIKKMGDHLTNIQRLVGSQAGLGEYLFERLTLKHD
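Probe: 1-aminoanthracene (50% saturated, PBS). Protein: horse-spleen apoferritin, 10 uM. Incubation: 10 min, room temperature. Detection: 380 nm excitation, 535 nm emission. Analysis: normalized response, four-parameter Hill.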
PGK inhibitor: qHTS Assay to Find Inhibitors of Phosphoglycerate Kinase; Phosphoglycerate kinase, glycosomal (Trypanosoma brucei brucei), P07378; PGK/GAPDH coupled, Kinase-Glo luminescence, 60 min; Potency, µM (highest dose often 57.5 µM), for inactives: at the top dose activity change, negative = inhibition, usual class: inhibitors; actives 0.043% (n = 380,000); note: potency is the fitted concentration of half-maximal effect; % is set by controls: 0 for no effect and ±100 for the full control effect; nearly all actives have a fitted effect of over 60% in size
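Luminescent ATP detection (Kinase-Glo Plus) follows a 60-minute room-temperature incubation, with wells lacking PGK as controls. Buffer: 100 mM TEA (pH 7.6), 5 mM MgCl2, 0.01% Tween-20. Coupling enzyme GAPDH (100 nM final) supplies unstable 1,3-BPG in-well.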
APEX1 inh: qHTS Assay for Inhibitors of the Human Apurinic/apyrimidinic Endonuclease 1 (APE1). DNA repair nuclease/redox regulator APEX1 (Homo sapiens), P27695. recombinant APE1, TAMRA/BHQ-2 abasic DNA cleavage fluorescence. Potency, µM (top dose mostly 65.8 µM), for inactives: top-dose activity change, negative = inhibition, most hits filed as inhibitors. actives 0.35% (n = 350,000). AID 2517, 2012;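 note: potency is the fitted concentration of half-maximal effect; plate controls were vehicle for no effect and reference inhibitor for full effect; nearly all actives have a fitted effect of over 55% in size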
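Enzyme (0.75 nM final) and test compound are incubated 15 min at room temperature before adding 50 nM quenched THF abasic-site duplex. Cleavage dequenches TAMRA, followed at 525/598 nm over three reads one minute apart.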
POLK inh: qHTS for Inhibitors of Polymerase Kappa; purified Pol kappa, fluorescent DNA synthesis assay, 10 min; Potency, µM (top dose mostly 107 µM), inactives show at the highest dose activity, negative = inhibition, usual class: inhibitors; actives 0.53% (n = 400,000); AID 588579, 2011; note: potency is the fitted concentration of half-maximal effect; % is set by controls: 0 for no effect and ±100 for the full control effect
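Readout: fluorescence, taken kinetically at 0 and 10 min. Conditions: 10 nM Pol kappa, 15 min RT compound preincubation, 50 nM substrate final. Controls: enzyme-free buffer wells.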
BLM helicase inh: qHTS Assay for Inhibitors of Bloom's syndrome helicase (BLM); RecQ-like DNA helicase BLM (Homo sapiens), P54132; recombinant BLM DNA unwinding, fluorescence dequenching; Potency, µM (series often up to 56.1 µM), for the others: top-dose activity change, negative = inhibition, usual class: inhibitors; actives 0.2% (n = 350,000); AID 2528, 2010;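 note: potency is the fitted concentration of half-maximal effect; plate controls were vehicle for no effect and no enzyme for full effect; nearly all actives have a fitted effect of over 35% in size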
POLI inh: qHTS for Inhibitors of Polymerase Iota | actives 1% (n = 390,000) | DNA polymerase iota (Homo sapiens), Q9UNA4 | Potency, µM (highest dose often 115 µM), inactives show at the highest dose activity, negative = inhibition, hits mostly inhibitors | Pol iota fluorescent replication assay, 10 min; note: potency is the fitted concentration of half-maximal effect
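Fluorescent replication assay read twice, at 0 min and 10 min after adding 50 nM (final) substrate. Enzyme (10 nM) and compounds were first incubated 15 min at room temperature; enzyme-free buffer wells were negative controls.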
RXFP1 antagonist: qHTS Assay for Antagonists of the Relaxin Receptor RXFP1; actives 0.59% (n = 350,000); AID 1259400, 2018; HEK293-RXFP1, relaxin-stimulated cAMP HTRF, 30 min; stronger effect = lower value; Relaxin receptor 1 (Homo sapiens), Q9HBX9; activity change, negative = inhibition, % at 57.5 µM;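 active = activity change of -60% or lower, but not beyond a set lower limit; inconclusive = change between -60% and -40%, or beyond the set limit; inactive = change above -40%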; note: % is set by controls: 0 for no effect and ±100 for the full control effect
POLH inh: qHTS for Inhibitors of Polymerase Eta; recombinant Pol eta, fluorescent DNA replication assay; Potency, µM (titrated, usually from 114 µM), for the others: at the top dose activity change, negative = inhibition, usual class: inhibitors; actives 1.2% (n = 390,000); note: potency is the fitted concentration of half-maximal effect; % is set by controls: 0 for no effect and ±100 for the full control effect
Target sequence (Q9Y253 whole entry, looked up): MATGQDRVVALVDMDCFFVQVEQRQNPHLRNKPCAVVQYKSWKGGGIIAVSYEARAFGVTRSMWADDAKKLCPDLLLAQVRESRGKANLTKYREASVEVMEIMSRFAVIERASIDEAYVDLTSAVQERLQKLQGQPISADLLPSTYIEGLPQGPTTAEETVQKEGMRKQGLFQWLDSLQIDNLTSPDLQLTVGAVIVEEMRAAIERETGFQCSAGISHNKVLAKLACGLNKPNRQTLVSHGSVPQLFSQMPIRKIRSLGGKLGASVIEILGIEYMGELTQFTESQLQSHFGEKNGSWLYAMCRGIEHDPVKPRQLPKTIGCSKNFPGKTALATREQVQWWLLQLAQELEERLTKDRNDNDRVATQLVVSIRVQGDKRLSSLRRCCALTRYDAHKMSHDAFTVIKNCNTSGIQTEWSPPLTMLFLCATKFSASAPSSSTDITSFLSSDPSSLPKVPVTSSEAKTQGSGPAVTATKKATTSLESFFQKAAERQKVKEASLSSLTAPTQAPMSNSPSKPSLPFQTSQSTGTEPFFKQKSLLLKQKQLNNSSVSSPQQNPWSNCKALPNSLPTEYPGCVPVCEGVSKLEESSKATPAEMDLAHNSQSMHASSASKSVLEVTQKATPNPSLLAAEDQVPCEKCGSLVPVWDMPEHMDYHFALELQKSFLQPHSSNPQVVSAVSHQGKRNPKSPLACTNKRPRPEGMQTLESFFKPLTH
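Pol eta (10 nM) was preincubated with compounds for 15 min at room temperature, after which fluorescent replication substrate (50 nM final) was added to start the reaction. Fluorescence was read kinetically at 0 and 10 min.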
Pol beta inh: qHTS Assay for Inhibitors of DNA Polymerase Beta; Potency, µM (series often up to 114 µM), for inactives: at the top dose activity change, negative = inhibition, hits mostly inhibitors; actives 1.3% (n = 340,000); P06746; AID 485314, 2010; Pol beta primer extension/strand displacement, fluorescence kinetic; note: potency is the fitted concentration of half-maximal effect; % is set by controls: 0 for no effect and ±100 for the full control effect
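Values derive from four-parameter Hill fits of normalized kinetic data: reads at 0 and 10 min following addition of 50 nM substrate to 10 nM Pol beta preincubated 15 min with compound.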
Active calls of the source: *; i = inactive; ? = inconclusive; nt = no result given; & = joins results of further samples; [ ] = remark or other dose. Unless noted, calls come from the whole dose curve; as a rule, active = well fitted curve in the direction sought with a large enough effect; inconclusive = small, poorly fitted or top-dose-only effect, or another doubt; inactive = no such curve, though single readings can be large; an effect the other way counts as inactive or inconclusive. Some of the compounds tested, so the mix of outcomes need not match the whole.

| SMILES | POLK inh | APEX1 inh | RXFP1 antagonist | PGK inhibitor | Anesthetic bind | POLI inh | Pol beta inh | POLH inh | BLM helicase inh |
| --- | --- | --- | --- | --- | --- | --- | --- | --- | --- |
| Cc1ccc(C)c(N2CCN(C(=O)C(Cc3ccccc3)n3cccc3)CC2)c1 (stereo not given) | 2% | -4% | -25 | i | 73%[activator] | 42%[activator] | 9% | -14% | -6% |
| CCOc1cc(C2CC(=O)c3c(ccc4ccccc34)N2)ccc1O (stereo not given) | -8% | -2% | -14 | -1% | -14% | -17% | 0% | -15% | -2% |
| O=c1[nH]c2ccc(S(=O)(=O)Nc3ccc(Br)cc3)cc2[nH]1 | 3% | 3% | -1 | -6% | 2% | 10% | 32%[activator] | -16% | -3% |
| O=c1c(/C=N/OCc2ccc(Cl)cc2Cl)c[nH]n1-c1cccc(Cl)n1 | -12% | -1% | -18 | -7% | 1% | 39%[activator] | 3% | -13% | -4% |
| Cc1ccc(NC(=O)Cn2c(=O)oc3cc(S(=O)(=O)N4CCCCC4)ccc32)c(Cl)c1 | 8% | nt | nt | -9% | -17% | 4% | -15% | ? | -8% |
| CN(C)CCN(C(=O)c1ccc2ccccc2c1)c1nc2ccc(F)cc2s1 | -2% | 14% | 1 | -5% | -14% | 17% | 7% | -9% | 4% |
| CCN1CCN(C(=O)c2cnn(-c3cccc(C)c3)c2C2CCN(C(=O)OC(C)(C)C)CC2)CC1 | -2% | nt | 2 | -6% | -5% | -6% | 12% | 13% | 3% |
| Cc1cccc(C(P(=O)(c2ccccc2)c2ccccc2)P(=O)(c2ccccc2)c2ccccc2)n1 | -20% | 15% | 4 | i | 5% | 2% | 58% | -14% | 0% |
| COC1CCCCC1Nc1ccc(C)c(C)c1 (stereo not given) | -9% | -2% | -20 | nt | ? | -1% | 7% | -4% | 3% |
| Cc1ccc2[nH]c(CSc3nnc(COc4ccccc4C)n3C)cc(=O)c2c1 | -9%[60.1 µM] | nt | 2 | 10% | -8% | -6% | 2% | 1% | 4% |
| O=C(CN1CCOCC1)N/N=C/C(Br)=C\c1ccccc1 | 3% | 1% | -7 | 2% | -12% | 150%[activator] | -1% | 6% | 0% |
| Cc1ccc(C(=O)Nc2cc(-c3nc4ncccc4o3)ccc2C)c(C)c1 | 1% | nt | -3 | -1% | -2% | 12% | 4% | 79µM* | -27% |
| O=C(Nc1cccc(NC(=O)c2ccc(Br)o2)n1)c1ccc(Br)o1 | -11% | 9% | -33 | 3% | -8% | 14µM* | 26% | ? | -13% |
| O=C(Nc1ccc(Oc2ccccc2)cc1)c1ccco1 | 2% | 1% | -30 | 0% | ? | 2% | 14% | -8% | -5% |
| CCC1CCCCN1Cc1nc2c(c(=O)n(C)c(=O)n2C)n1CCC(C)C (stereo not given) | -7% | 2% | 4 | 0% | -1% | 16% | -29% | -16% | 0% |
| CCc1ccc(CN(C)C(=O)c2cc(=O)c3ccccc3o2)cc1 | 1% | 6% | -15 | 4% | -12% | 12% | 3% | -18% | -1% |
| O=C(CN1C(=O)C2CC=CCC2C1=O)Nc1nc2ccc(F)cc2s1 (stereo not given) | -7% | 13% | 8 | 0% | -4% | -4% | 18% | 0% | 0% |
| COc1c(/C=N/NC(=O)[C@H]2C[C@@H]2c2ccccc2)c(CCN(C)C(C)=O)cc2c1OCO2 | -1% | -4% | -2 | -18% | -13% | 93%[activator] | -8% | -18% | -1% |
| Cc1ccc(C2c3[nH]c4ccccc4c3C[C@H]3C(=O)N(c4ccccc4C(=O)NCCN4CCOCC4)C(=O)N23)cc1 (stereo not given in full) | 2% | 8% | nt | 3% | -14% | 3% | -1% | -7% | -5% |
| O=C1CCC(=O)N1OCCCOc1ccc(Br)cc1Cl | -1% | 0% | 1 | -2% | 5% | 31%[activator] | -2% | -18% | -2% |
| COc1ccc(-c2nc(C(=O)Nc3cccc(C(C)=O)c3)nn2-c2ccccc2Cl)cc1 | -27% | nt | nt | 2% | -12% | -22% | ? | -1% | -13% |
| CCOc1ccccc1NC(=S)NNS(=O)(=O)c1c(C)cc(C)cc1C | -2% | -9% | 3 | i | -5% | -10% | 12% | -10% | -4% |
| COc1ccc(NC(=O)CCCSc2nc(-c3ccco3)cc(C(F)(F)F)n2)c(OC)c1 | -9% | nt | -11 | -6% | ? | 29% | 1% | -21% | -8% |
| Cc1cc(Br)ccc1NC(=O)CN(C)C(=O)C1CSC2(C)CCC(=O)N12 (stereo not given) | -1% | -14% | -2 | 0% | nt | 9% | nt | -19% | nt |
| CCCCOC(=O)c1ccc(NC(=O)C2CCCO2)cc1 (stereo not given) | -2% | 11% | -7 | -5% | -8% | 6% | 20% | 8% | -2% |
| CCC1(c2ccccc2)NC(=S)N(c2ccc(C)c(C)c2)N1 (stereo not given) | -3% | -16% | 12 | -4% | -19% | 134%[activator] | 13% | -5% | -3% |
| COc1ccc(OC)c(N(CC(=O)Nc2cccc(C(F)(F)F)c2)S(C)(=O)=O)c1 | -12% | -6% | 2 | i | -13% | 48%[activator] | 1% | -6% | -5% |
| O=C(NCCc1ccccc1)c1cnc2n(c1=O)CCS2 | -5% | -2% | 2 | -2% | -9% | 77%[activator] | 1% | -13% | 2% |
| CCOc1ccc(CNC(=O)CCCn2nc(CC)n3c(cc4occc43)c2=O)cc1 | -5% | -14% | 14 | -2% | -9% | 0% | -9% | -9% | -3% |
| COc1cc(N2C(=O)CSC2=S)cc(OC)c1OC | -7% | 48% | -5 | nt | -4% | 18% | -12% | -21% | 0% |
| Cc1occc1C(=O)N/N=C/c1cnn(C)c1C | 6% | 7% | 2 | -10% | -8% | 22% | -4% | -1% | -3% |
| Cc1c(C(=O)Oc2ccc(Br)cc2)sc2ncn(Cc3ccccc3F)c(=O)c12 | -19%[60.1 µM] | nt | -6 | -1% | -15% | 14% | 0% | -17% | 3% |
| O=C(NNC(=O)c1ccc(F)cc1)C(=O)N1CCCCC1 | -8% | -6% | -1 | 11% | -5% | 20% | 13% | -5% | 1% |
| CC(=O)Nc1ccc(NC(=O)N2CCCCC2)cc1 | -5% | 0% | 14 | 10% | -7% | 6% | 7% | -11% | -2% |
| CCCCc1ccc(NC(=S)NCCO)cc1 | -15% | 21% | 0 | -5% | ? | 59%[activator] | 29% | -11% | -1% |
| CCCc1cc(=O)[nH]c(SCC(=O)c2cc(C)n(-c3cc(C)on3)c2C)n1 | 13% | 1% | -1 | i | -21% | -6% | ? | -14% | -3% |
| CCOC(=O)N1CCN(c2c(N3CCN(C(=O)OCC)CC3)c(=O)c2=O)CC1 | -7% | -1% | -4 | 2% | -8% | -10% | 2% | 3% | 2% |
| CCN(C(=O)C(NS(=O)(=O)c1ccc(Br)s1)c1ccccc1)c1ccc(C)c(C)c1 (stereo not given) | 0% | nt | -34 | -10% | -2% | 5% | 3% | -22% | -12% |
| CC(=O)OCCNC(=O)c1cccnc1 | -18% | 4%&-11% | 3 | -2% | -8% | 6% | -18% | -6% | -1%&-1% |
| CC(=O)C1=C(O)C(=O)N(c2cc(C(C)(C)C)on2)C1c1ccc(Br)cc1 (stereo not given) | -4% | -3% | -1 | i | -21% | ? | 19% | -12% | -4% |
| CCC(=O)c1ccc(OC(=O)c2cnccn2)cc1 | 2% | -3% | -6 | -11% | -4% | 33%[activator] | -3% | 3% | 1% |
| COc1cc2c3cc1Oc1c(OC)c(OC)cc4c1[C@@H](Cc1ccc(OC(=O)c5ccc([N+](=O)[O-])cc5)c(c1)Oc1ccc(cc1)C[C@@H]3N(C)CC2)N(C)CC4 | 12%&0%[60.1 µM] | -2%&-10% | nt | nt | 4%&-3% | nt | nt | nt | 52%&38%[activator] |
| N#Cc1ccc(NC(=O)c2cc(=O)c3ccccc3o2)cc1 | -6% | -5% | -17 | -1% | 0% | 140%[activator] | 22% | -17% | 1% |
| CCOc1ccc(NC(=S)Nc2ccc(OCc3ccccc3)cc2)cc1 | -5% | 3% | -14 | 9% | -14% | 42%[activator] | 20% | -4% | -8% |
| CC1(C)N=C(N)NC(Nc2cccc(Br)c2)=N1 | 0% | 3% | -7 | -2% | -13% | -1% | -1% | -3% | -9% |
| COc1ccccc1C(=O)NCC(=O)NC(C)c1ccc(-n2ccnc2)cc1 (stereo not given) | -6% | 48%[activator] | -8 | -1% | -9% | 6% | 34% | -3% | -12% |
| CCCn1c(-c2ccc(C(=O)OC)cc2)nc2c1c(=O)[nH]c(=O)n2Cc1ccccc1 | 2% | 39% | -6 | 2% | 1% | 22% | 3% | 2% | -4% |
| CCOC(=O)c1cc(S(=O)(=O)N2CCC(C)CC2)cn1C | 12% | -10% | -5 | i | 2% | 18% | 19% | -15% | 0% |
| COc1cc(NC(=O)c2cc(OC)c(OC)c(OC)c2)cc(-n2cnnn2)c1 | -3% | -1% | -4 | 1% | -15% | 18% | -24% | -18% | -4% |
| COC(CN(C)C(C(=O)NC1CCCCC1)c1ccccc1)OC (stereo not given) | -7% | 5% | -8 | -1% | -7% | 107%[activator] | 11% | -16% | -7% |
| Cc1nn(Cc2noc(C(=O)NCc3ccc4c(c3)OCO4)n2)c(C)c1Br | -21% | 56% | -5 | -3% | ? | 79%[activator] | ? | -13% | -5% |
| O=C(Nc1ccncc1)c1cn(-c2ccccc2)nc1-c1cccs1 | -12% | 5% | -27 | i | -13% | -24% | 2% | -19% | -3% |
| Cc1ccc(CCNC(=O)Cn2ncc3c([nH]c4ccccc43)c2=O)cc1 | -14%&-8% | 24% | 9&15 | 1%&-3% | -1%&-8% | 8%&23% | ? | -11%&-10% | -1%&0% |
| O=C(CCc1c[nH]c2ccccc12)N1CCCC1 | 6% | ? | 0 | -7% | -1% | 39%[activator] | 7% | -9% | -3% |
